# Screens as filed in PubChem.
# TRb-SRC2 inh: disrupts binding of human TR beta to SRC2; P10828; TRbeta-SRC2 peptide binding, fluorescence polarization; receptor liganded with 1 µM T3; Potency, µM (top dose mostly 106 µM), inactives show at the top dose activity change, negative = inhibition, most hits filed as inhibitors; 0.065% of 280,000 active;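 also: plate controls were bound peptide for no effect and peptide without receptor for full effect; nearly all actives have a fitted effect of over 50% in size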
# Target sequence (P10828 whole entry, looked up): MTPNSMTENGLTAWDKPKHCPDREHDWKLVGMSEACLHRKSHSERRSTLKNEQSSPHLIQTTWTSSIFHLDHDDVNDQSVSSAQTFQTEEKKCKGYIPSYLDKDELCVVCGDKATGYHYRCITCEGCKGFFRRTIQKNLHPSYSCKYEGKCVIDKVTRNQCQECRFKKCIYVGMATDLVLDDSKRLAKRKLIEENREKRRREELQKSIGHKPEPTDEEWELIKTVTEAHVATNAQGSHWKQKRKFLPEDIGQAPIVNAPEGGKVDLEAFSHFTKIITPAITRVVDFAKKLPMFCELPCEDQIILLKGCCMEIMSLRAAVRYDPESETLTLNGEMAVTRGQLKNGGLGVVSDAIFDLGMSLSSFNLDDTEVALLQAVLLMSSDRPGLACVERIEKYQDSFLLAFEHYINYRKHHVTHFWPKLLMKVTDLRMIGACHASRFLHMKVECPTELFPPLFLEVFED
#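 Binding of a 20-amino-acid Texas Red SRC2 peptide (20 nM) to TRb ligand-binding domain (0.6 uM) with agonist T3 at 1 uM was followed by fluorescence polarization after a 5 hr room-temperature incubation.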
# TR SRC2 fluor cs: counter-screen for TRb-SRC2 inhibitors: fluorescence interference. TRb/SRC2 Texas Red total fluorescence interference. Potency, µM (top dose mostly 106 µM), without a hit: top-dose fluorescence change, negative = quenching. 0.29% of 280,000 active; active = well fitted curve in either direction with a large enough effect; inconclusive = small, poorly fitted or top-dose-only effect
#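 Flags fluorescent or light-absorbing compounds by total fluorescence, S + 2P, at 555 nm excitation and 632 nm emission. Mixture: 20 nM Texas Red SRC2 peptide, 0.6 uM human TRb LBD, 1 uM T3, 5% DMSO; compound exposure 5 h at ambient temperature.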
# GAA glycogen: inhibitors or activators of human alpha-glucosidase glycogen cleavage. AID 2100. Potency, µM (top dose mostly 76.4 µM), without a hit: at the top dose activity change, negative = inhibition, usual class: inhibitors. P10253. recombinant GAA, glycogen substrate, Amplex Red glucose oxidase fluorescence. 0.38% of 300,000 active;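 also: 0% = full enzyme reaction and -100% = no-enzyme basal signal; the screen sought inhibitors and activators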
#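 Recombinant enzyme (4 nM final) with compounds titrated up to 77 uM and bovine liver glycogen (30 ug) in citrate pH 5.0, 0.01% Tween-20, 37 C 40 min. Released glucose detected by Amplex Red/glucose oxidase (Ex 573/Em 610); AC50 from Hill fits.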
# * = called active by the depositor; ? = inconclusive; & = joins results of further samples; [ ] = dose if it differs, or a comment. Unless noted, calls follow the shape of the dose curve; as a rule, active = well fitted curve in the direction sought with a large enough effect; inconclusive = small, poorly fitted or top-dose-only effect, or another doubt; inactive = no such curve, though single readings can be large; an effect the other way counts as inactive or inconclusive. Unless noted, % is scaled to controls: 0 for no effect and ±100 for the full control effect; potency is read from the fitted curve at half-maximal effect. Not all compounds are listed; the hit share may differ from the screen's.
1. COc1ccc(NC(=O)CSc2nnc(-c3nonc3NC(C)=O)n2-c2ccccc2)cc1
2. CC(=O)c1cccc(NS(=O)(=O)c2cc3c(cc2C)N(C(C)=O)CCO3)c1
3. COc1ccc(NC(=O)CCc2c(C)nc3c(c2C)c(=O)n(C)c(=O)n3C)cc1OC
4. Cc1ccccc1OCc1nc2c3cnn(-c4cccc(F)c4)c3ncn2n1
5. Cc1nn(-c2ccccc2)c2sc(C(=O)Nc3cccc(Br)c3)cc12
6. O=c1c2cc3c(cc2nc2sc(Nc4ccccc4)nn12)OCO3
7. CC1=C(C(=O)Nc2ccccc2)C(c2ccncc2)n2nc(SCc3ccccc3F)nc2N1 (stereo unspecified)
8. Cc1noc(NS(=O)(=O)c2ccc(NC(=O)c3ccc(Br)cc3)cc2)c1C
9. Cc1cc(C)c2nc(N3CCCC(C(=O)NCc4cccc(Cl)c4)C3)sc2c1 (stereo unspecified)
10. CCc1nc2c(cnn2-c2ccc(C)cc2)c(=O)n1Cc1ccccc1
Screen / compound no. | 1 | 2 | 3 | 4 | 5 | 6 | 7 | 8 | 9 | 10
TRb-SRC2 inh | -2% | -1% | -7% | -3% | 5% | 8% | -10% | 2% | -1% | 7%
TR SRC2 fluor cs | -4% | 0% | -1% | 7% | -2% | -1% | 0% | -9% | ? | -2%
GAA glycogen | -10%[76.3 µM] | -2%[76.3 µM] | -10%[76.3 µM] | 13%[76.3 µM] | -10%[76.3 µM] | 2%[76.3 µM] | 2%[76.3 µM] | 6%[76.3 µM] | 14%[76.3 µM] | 10%[76.3 µM]

11. CC1(C)CC(=O)c2cc(C(=O)Nc3ccc(Br)cc3)c(=O)[nH]c2C1
12. COc1ccc(OCC(=O)NC(Cc2c[nH]c3ccccc23)C(=O)O)cc1 (stereo unspecified)
13. Cc1ccc(Cl)cc1N1CCN(C(=O)CCC(=O)Nc2ccc3nc(N4CCC(C)CC4)cc(C)c3c2)CC1
14. CC(=O)c1ccc(NC(=O)COc2ccccc2-c2nc(-c3cccc(C)c3)no2)cc1
15. CCOc1ccc(-n2nc3ccc(NC(=O)COc4ccccc4)cc3n2)cc1
16. CCOc1ccc(OCC(=O)Nc2ccc(S(=O)(=O)Nc3cc(C)on3)cc2)cc1
17. CCC(=O)Nc1ccc2nc(SCCOc3ccccc3)sc2c1
18. CCOc1ccc(-n2nc(CO)c(C(=O)NCC(C)O)n2)cc1 (stereo unspecified)
19. COc1ccc(N2CCN(Cc3nc4c(c(=O)[nH]c(=O)n4C)n3Cc3ccccc3C)CC2)cc1
20. Cc1cccc(Oc2nc3c(c(=O)n(C)c(=O)n3C)n2Cc2ccccc2)c1C
Screen / compound no. | 11 | 12 | 13 | 14 | 15 | 16 | 17 | 18 | 19 | 20
TRb-SRC2 inh | -7% | 2% | -1% | -1% | -3% | -2% | -2% | -10% | -2% | 1%
TR SRC2 fluor cs | ? | -5% | 7% | -2% | 6% | -2% | -51% | 0% | 0% | 0%
GAA glycogen | -7%[76.3 µM] | 16%[76.3 µM] | -5%[76.3 µM] | -25%[76.3 µM] | -2%[76.3 µM] | -7%[76.3 µM] | -11%[76.3 µM] | -7%[76.3 µM] | -11%[76.3 µM] | 17%[76.3 µM]

21. Cc1cc(NC(=O)c2ccc3c(c2)N(Cc2cccc(Cl)c2)C(=O)c2ccccc2S3(=O)=O)ccc1Br
22. Cc1ccccc1CN1C(=O)c2ccccc2S(=O)c2ccc(C(=O)NCc3ccc4c(c3)OCO4)cc21 (stereo unspecified)
23. CCCC(=O)Nc1cccc(-c2nc3cc(C)c(C)cc3o2)c1C
24. Cc1ccc(Cl)cc1NC(=O)/C(C#N)=C/c1c(C)n(Cc2ccccc2)c2ccccc12
25. CCOc1ccc(C2=NC(c3cccs3)=Nc3ccc(CC)cc3N2)cc1OCC
26. COc1ccc(Cn2c(=O)[nH]c3cc(C(=O)NCCC(C)C)ccc3c2=O)cc1
27. CCN(CC)c1cc(C)nc2nc(-c3ccc(C)cc3)nn12
28. CCOc1ccc(Cn2c(-c3ccc(OCC)c(OC)c3)nc3ccccc32)cc1OC
29. CCc1cccc(CC)c1NC(=O)C(Cc1ccccc1)NS(=O)(=O)c1cccc2nsnc12 (stereo unspecified)
30. O=C(Cc1csc2ccccc12)NCc1cccc(Br)c1
Screen / compound no. | 21 | 22 | 23 | 24 | 25 | 26 | 27 | 28 | 29 | 30
TRb-SRC2 inh | 3% | -1% | 2% | -4% | -4% | -1% | -6% | 3% | -10% | 6%
TR SRC2 fluor cs | -1% | 5% | 5% | -9% | -2% | 0% | 0% | -19% | -1% | -3%
GAA glycogen | -9%[76.3 µM] | 13%[76.3 µM] | 14%[76.3 µM] | -1%[76.3 µM] | -14%[76.3 µM] | 16%[76.3 µM] | 9%[76.3 µM] | 2%[76.3 µM] | -1%[76.3 µM] | 8%[76.3 µM]

31. O=C(NCc1nc2ccccc2[nH]1)c1cccc(Cl)c1
32. CCOc1ccc(-c2nc(SCC(=O)NCCCOC)c(-c3ccccc3)[nH]2)cc1
33. COc1ccc(C)cc1NC(=O)C(=O)NCC(c1cccnc1)N1CCN(c2ccccc2F)CC1 (stereo unspecified)
34. COc1cc(C2CC(=O)Nc3ccc4ccccc4c32)ccc1OC(=O)C(C)C (stereo unspecified)
35. Cc1cccc(C)c1Nc1c(-c2ccc(Cl)s2)nc2ncccn12
36. CCc1nn(CC(=O)NCc2cccc(OC)c2OC)c(=O)c2cc3occc3n12
37. CCN1C(=O)N(c2ccc(C(C)=O)cc2)S(=O)(=O)c2ccccc21
38. CCN(Cc1ccccc1)C(=O)CCS(=O)(=O)c1cc(Br)cc2c1N(C(=O)C1CC1)CC2
39. COc1cc(NC(=O)c2cc(-c3ccc4c(c3)OCO4)on2)cc(OC)c1OC
40. Cc1ccc(Nc2c(-c3ccc(Br)o3)nc3ccccn23)cc1
Screen / compound no. | 31 | 32 | 33 | 34 | 35 | 36 | 37 | 38 | 39 | 40
TRb-SRC2 inh | 4% | -5% | -4% | 0% | -2% | -8% | -6% | -1% | -9% | 5%
TR SRC2 fluor cs | 3% | -2% | -4% | -17% | -1% | 2% | 2% | 0% | 7% | -1%
GAA glycogen | -12%[76.3 µM] | 0%[76.3 µM] | -22%[76.3 µM] | -1%[76.3 µM] | ? | 15%[76.3 µM] | 2% | 1%[76.3 µM] | 6%&-10%[76.3 µM] | ?

41. O=C(NCc1ccc2c(c1)OCO2)c1ccc2c(c1)N(Cc1ccccc1F)C(=O)c1ccccc1S2=O (stereo unspecified)
42. CCN(CC)S(=O)(=O)c1ccc2c(c1)c(=O)c(C(=O)NCc1ccc(Cl)cc1)cn2C
43. CCC(Sc1nncn2c1cc1sccc12)C(=O)Nc1cccc(OC)c1 (stereo unspecified)
44. CCOC(=O)c1cnc2c(C)cc(C)cc2c1Nc1ccccc1OCC
45. COc1ccc(OC)c(NC(=O)Cn2c(=O)c3cccn3c3ccccc32)c1
46. CCC(CC)C(=O)Nc1cccc(-c2nc3cccnc3s2)c1C
47. COc1cccc(Cn2cc(S(=O)(=O)c3ccc(C)cc3)c(=O)c3cc4c(cc32)OCO4)c1
48. CSc1cccc(NC(=O)Cn2ncn3c(cc4ccccc43)c2=O)c1
49. CCOc1ccc(C(=O)Nc2ccc(S(=O)(=O)Nc3nc(C)cc(C)n3)cc2)cc1OC
50. COc1ccc(N2CCN(C(=O)c3cnc(SC)nc3C)CC2)cc1
Screen / compound no. | 41 | 42 | 43 | 44 | 45 | 46 | 47 | 48 | 49 | 50
TRb-SRC2 inh | 1% | -10% | 1% | -3% | 5% | 2% | -3% | 6% | 2% | 2%
TR SRC2 fluor cs | 0% | 0% | -1% | ? | -14% | -9% | -1% | -9% | -1% | 4%
GAA glycogen | -8%[76.3 µM] | -20%[76.3 µM] | 7%[76.3 µM] | -1%[76.3 µM] | 9%[76.3 µM] | -8%[76.3 µM] | 6%[76.3 µM] | 5%[76.3 µM] | -3%[76.3 µM] | 21%[76.3 µM]

51. CC(=O)Nc1cccc(NC(=O)c2cc3c(=O)n4cccc(C)c4nc3n2C)c1
52. CC(C)(C)c1ccc(C(=O)N2CCC(c3nc4ccccc4o3)CC2)cc1
53. Fc1cccc(-c2nnn3c2nc(NC2CCCCC2)c2ccccc23)c1
54. CCCc1cc(=O)oc2cc(C)c3c(-c4ccccc4)coc3c12
55. CCc1cccc(NC(=O)Cn2nc(CC)n3c(cc4cc(C)ccc43)c2=O)c1
56. COCCCNc1nc2c(-c3ccccc3)nnn2c2ccccc12
57. O=C(CSc1nc2c(oc3ccccc32)c(=O)[nH]1)Nc1cccc(Cl)c1
58. CCc1ccc(S(=O)(=O)c2cn(Cc3ccccc3F)c3cc(OC)c(OC)cc3c2=O)cc1
59. CCOc1ccc2nc(Cl)c(C3CC(c4ccc(C)cc4)=NN3C(=O)CCC(=O)O)cc2c1 (stereo unspecified)
60. COc1ccc(OCC(=O)N(Cc2cccs2)c2ccc(OC)cc2)cc1
Screen / compound no. | 51 | 52 | 53 | 54 | 55 | 56 | 57 | 58 | 59 | 60
TRb-SRC2 inh | -26% | -5% | -3% | -6% | 2% | 2% | -10% | -7% | 4% | -2%
TR SRC2 fluor cs | ? | ? | -2% | 1% | -3% | -1% | ? | -1% | -17% | 0%
GAA glycogen | -4%[76.3 µM] | -16%[76.3 µM] | -13%[76.3 µM] | 8%[76.3 µM] | 0%[76.3 µM] | 11%[76.3 µM] | -3%[76.3 µM] | -9%[76.3 µM] | -7%[76.3 µM] | 12%[76.3 µM]

61. CCOC(=O)c1c(C)n(-c2ccccc2)c2ccc(OC(=O)c3cccc(Cl)c3)cc12
62. CCc1ccc(NC(=O)CSc2nc(-c3cccc(OC)c3)nc3c2Cc2c(CO)cnc(C)c2O3)cc1
63. COc1ccc(/C=C/c2nc(C#N)c(N3CCCCCC3)o2)cc1OC
64. COc1ccc(S(=O)(=O)N(CCc2ccccc2)CC(=O)NCc2ccccc2)cc1
65. COc1ccc(CCCc2nnc(SCC(=O)Nc3ccc(F)cc3)o2)cc1C
Screen / compound no. | 61 | 62 | 63 | 64 | 65
TRb-SRC2 inh | 1% | -8% | 1% | 3% | 9%
TR SRC2 fluor cs | -1% | -2% | -4% | 7% | -3%
GAA glycogen | 14%[76.3 µM] | 0%[76.3 µM] | -10%[76.3 µM] | -9%[76.3 µM] | -7%[76.3 µM]
